Screening data: PubChem, National Center for Advancing Translational Sciences (NCATS)
LMNA splice mod: qHTS Assay for Modulators of Lamin A Splicing | AID 1487, 2009 | Potency, µM (series often up to 46.1 µM), for inactives: at the highest dose ratio change, negative = inhibition, most hits filed as inhibitors | HeLa LMNA splicing GFP/RFP minigene ratio, 48 h | 200,000 compounds, 0.01% hits; active means well fitted inhibition curve with a large enough effect in the signal ratio, with a control signal flat, not every such curve was filed as active; inconclusive means small, poorly fitted or top-dose-only effect, or effect the other way, or a change in a side signal; the % refers to the signal ratio; further: potency means the concentration at half of the fitted maximal effect; on the % scale 0 is the no-effect control and ±100 the full control effect
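S3 HeLa stable clones carrying a lamin A-EGFP splicing minigene plus DsRed2 were seeded at 600 cells/well in Opti-MEM with 2% FBS, pin-dosed and incubated 48 h at 37°C. Acumen cytometry (488 nm) gave the GFP/RFP total-intensity ratio.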
HTT cytoprotect: qHTS Multiplex Assay to Identify Dual Action Probes in a Cell Model of Huntington: Cytoprotection (ATP); PC12 HTT-Q103 induced, cytoprotection, ATP luminescence, 40 h; Potency, µM (series often up to 56.4 µM), for inactives: cytoprotection (ATP increase), actives largely listed as activators; 230,000 compounds, 0.14% hits; AID 1471, 2008;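 further: potency means the concentration at half of the fitted maximal effect; % of control where 0% means no effect; nearly all actives have a fitted effect of over 45% in size; toxic huntingtin expression switched on by the ecdysone agonist tebufenozide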
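Quantitative HTS on tebufenozide-induced (100 nM) PC12 cells expressing HTTQ103 exon 1–GFP; compounds tested as a concentration series; survival measured via cellular ATP.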
GAA glycogen mod: qHTS Assay for Inhibitors and Activators of Human alpha-Glucosidase Cleavage of Glycogen; 300,000 compounds, 0.38% hits; Potency, µM (titrated, usually from 76.4 µM), without a hit: at the highest dose activity change, negative = inhibition, most hits filed as inhibitors; Lysosomal alpha-glucosidase (Homo sapiens), P10253; recombinant GAA, glycogen substrate, Amplex Red glucose oxidase fluorescence; AID 2100, 2009;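 further: potency means the concentration at half of the fitted maximal effect; 0% = full enzyme reaction and -100% = no-enzyme basal signal; the screen sought inhibitors and activators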
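qHTS, 1536-well; enzyme 4 nM final; cpd up to 77 uM; substrate bovine liver glycogen 30 ug; 50 mM citrate/phosphate pH 5.0, 0.01% Tween-20; 37 C, 40 min; Amplex Red detection 45 min RT; Hill fit → AC50.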
CBFb RUNX1 block: qHTS Assay for Compounds Blocking the Interaction Between CBF-beta and RUNX1 for the Treatment of Acute Myeloid Leukemia | AlphaScreen CBFb-His/RUNX1-biotin binding, biochemical | Potency, µM (titrated, usually from 59.8 µM), for inactives: at the highest dose activity, negative = inhibition, hits mostly inhibitors | 230,000 tested, under 10 active | AID 1477, 2009; further: % of control where 0% means no effect
Target sequence (Q01196 whole entry, looked up): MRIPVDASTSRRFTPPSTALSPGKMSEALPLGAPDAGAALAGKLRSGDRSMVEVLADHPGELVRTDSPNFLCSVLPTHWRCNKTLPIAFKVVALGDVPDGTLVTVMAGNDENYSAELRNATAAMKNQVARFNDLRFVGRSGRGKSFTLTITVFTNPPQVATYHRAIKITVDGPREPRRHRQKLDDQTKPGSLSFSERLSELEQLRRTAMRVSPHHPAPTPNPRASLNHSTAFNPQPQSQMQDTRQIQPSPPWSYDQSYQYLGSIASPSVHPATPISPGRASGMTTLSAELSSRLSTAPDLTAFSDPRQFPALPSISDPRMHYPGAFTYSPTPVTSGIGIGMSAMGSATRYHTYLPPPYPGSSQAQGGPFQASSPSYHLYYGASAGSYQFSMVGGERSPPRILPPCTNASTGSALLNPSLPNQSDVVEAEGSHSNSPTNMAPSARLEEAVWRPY
Target sequence (Q13951 whole entry, looked up): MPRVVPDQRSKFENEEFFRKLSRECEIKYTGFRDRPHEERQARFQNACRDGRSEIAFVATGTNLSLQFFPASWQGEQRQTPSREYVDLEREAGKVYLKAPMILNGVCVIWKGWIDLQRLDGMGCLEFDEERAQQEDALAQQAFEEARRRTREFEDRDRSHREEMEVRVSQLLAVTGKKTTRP
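AlphaScreen proximity signal reports loss of binding between His-tagged CBF-beta and biotin-labelled RUNX1, each at 30 nM. Proteins are pre-associated for 20 minutes, compounds added for 15 minutes, then beads for 90 minutes, all at ambient temperature.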
GAA inh: qHTS Assay for Inhibitors of Human alpha-Glucosidase as a Potential Chaperone Treatment of Pompe Disease | Potency, µM (doses to about 76.9 µM), for inactives: at the top dose activity change, negative = inhibition, actives largely listed as inhibitors | Lysosomal alpha-glucosidase (Homo sapiens), P10253 | AID 1466, 2008 | 200,000 compounds, 0.005% hits | purified human GAA, 4-MU-alpha-glucoside fluorescence;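 further: potency means the concentration at half of the fitted maximal effect; plate controls were uninhibited enzyme wells for no effect and no-enzyme background for full effect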
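Activity normalized between no-enzyme (basal) and enzyme-only wells. Conditions: 4 nM human enzyme, 400 uM fluorogenic substrate, citrate/phosphate pH 5.0 with Tween-20, 20 min room temperature, compounds up to 77 uM.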
GAA spleen mod: qHTS Assay for Inhibitors and Activators of Human alpha-Glucosidase From Spleen Homogenate; Lysosomal alpha-glucosidase (Homo sapiens), P10253; human spleen homogenate, 4-MU-alpha-glucoside fluorescence; Potency, µM (highest dose often 79.9 µM), without a hit: at the highest dose activity change, negative = inhibition, most hits filed as inhibitors; 240,000 compounds, 0.006% hits;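 further: potency means the concentration at half of the fitted maximal effect; 0% = enzyme with vehicle and -100% = no enzyme basal signal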
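Human spleen homogenate (1 ug) with 4-methylumbelliferyl-alpha-D-glucopyranoside (1 mM final) in 50 mM citrate/phosphate pH 5.0, 0.01% Tween-20; 40 min at 37 C. Stopped at pH 10; 4-MU fluorescence Ex 365/Em 440 nm; AC50 by Hill fit.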
HttQ103 aggreg: qHTS Multiplex Assay to Identify Dual Action Probes in a Cell Model of Huntington: Aggregate Formation (GFP); PC12 HttQ103-GFP aggregates, Acumen cytometry, 40 h; Potency, µM (highest dose often 46.1 µM), inactives show top-dose activity change, negative = inhibition, usual class: inhibitors; 220,000 compounds, 1.1% hits; AID 1688, 2009; further: potency means the concentration at half of the fitted maximal effect; on the % scale 0 is the no-effect control and ±100 the full control effect; nearly all actives have a fitted effect of over 60% in size
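Huntingtin Q103 exon 1–GFP aggregates in induced PC12 cells (100 nM tebufenozide) were quantified by cytometry from lysates, with compounds dosed in titration.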
Starred values were filed as active, the others as inactive; u = inconclusive; x = no result given; [ ] = dose if it differs, or a comment. Unless noted, the call rests on the fitted dose curve; in most records, active means well fitted curve in the direction sought with a large enough effect; inconclusive means small, poorly fitted or top-dose-only effect, or another doubt; inactive means no such curve, though single readings can be large; an effect the other way counts as inactive or inconclusive.

Results follow in this order: GAA glycogen mod	LMNA splice mod	HttQ103 aggreg	GAA spleen mod	CBFb RUNX1 block	HTT cytoprotect	GAA inh
CCCNC(=O)NC(=O)COC(=O)c1cccc(NS(=O)(=O)c2ccc(F)c(F)c2)c1
 : 1.1%	-1.1%	-5.1%	-5.5%	-4.0%	-6.2%[0.074 µM]	4.8%
C=CCCCCCCCCCCCC(O)CC(O)CO (stereo not drawn) (tested in a mixture with another compound)
 : x	x	x	-1.5%	12.5%	-23.3%	x
CCCCNC(=O)CSc1nc2ccc(Nc3nc(N4CCOCC4)nc(N4CCOCC4)n3)cc2s1
 : 5.8%	x	-7.7%[9.22 µM]	1.5%	-8.9%	-8.5%[10 µM]	x
COc1ccccc1Oc1ccc(NC(=O)c2ccc(Cl)cc2)cc1
 : 15.2%	-3.5%[46 µM]	-3.5%	5.8%	3.1%	-44.7%[inhibitor]	1.5%
O=C(COC(=O)c1cccs1)NCc1ccco1
 : -9.0%	-12.7%	6.1%	2.5%	-23.4%	5.4%[10 µM]	-0.3%
Nc1ccc(NC(=O)c2ccccc2)c2c1C(=O)c1ccccc1C2=O
 : 5.2%	5.9%	2.7%	-9.6%	-1.6%	9.4%	-14.5%
COc1ccccc1NC(=O)c1ccc(-c2ccccc2[N+](=O)[O-])o1
 : -2.3%	x	3.6%	3.0%	-4.2%	-19.0%	3.6%
O=C(NCCc1ccc(S(=O)(=O)N2CCCC2)cc1)c1cccs1
 : -1.7%	-8.9%	-14.8%	-7.4%	3.8%	-21.0%	-2.9%
COc1ccc(N=c2scc(C)n2CCCN2CCCC2=O)cc1
 : -8.7%	8.0%[46 µM]	-12.7%	5.6%	-3.9%	-21.7%	13.9%
O=C(NCc1ccccc1Br)c1ccco1
 : -3.0%	-4.9%	-6.3%	-5.7%	2.4%	0.1%[0.074 µM]	-0.8%
Cc1ccc(-c2nnc(-c3ccccc3)c(-c3ccccc3)n2)cc1
 : -7.8%	-16.2%	-21.8%	-0.7%	5.9%	32.1%[10 µM]	3.3%
CCN1CCN(CCOc2ccc(Br)cc2C)CC1
 : 8.1%	-9.5%[46 µM]	1.8%[9.22 µM]	-5.6%	1.6%	-7.3%[10 µM]	8.0%
COC(=O)C1=C(C)N(c2cccc3ccccc23)C(=O)C1
 : -15.0%	0.6%	u	-6.2%	-9.9%	-6.7%	u
O=C(CSc1ccccc1C(=O)O)NCc1ccc(Cl)cc1
 : -0.6%	-0.7%	-8.3%	8.9%	-5.7%	x	-1.9%
CCN(CC)c1ccc(NC(=O)CN2CCN(c3ccc(F)cc3)CC2)cc1
 : -17.5%	-7.2%	-10.1%	-2.4%	-9.4%	0.6%[10 µM]	-4.3%
CCOc1ccccc1C(=O)N1c2ccccc2Sc2ccccc21
 : -4.6%	7.6%	15.8µM*	-3.7%	1.6%	u	-2.8%
N[C@@H](Cn1cc(I)c(=O)n(Cc2ccc(C(=O)O)cc2)c1=O)C(=O)O
 : x	x	x	-4.2%	8.7%[21.7 µM]	-11.7%	x
NC(=S)NC1CC2C=CC1C2 (stereo not drawn)
 : -4.2%	x	4.8%[9.22 µM]	5.1%	9.8%	27.1%[10 µM]	8.0%
S=c1[nH]nc(-c2ccco2)n1/N=C/c1ccccc1
 : -23.2%	x	9.5%[9.22 µM]	4.3%	-7.8%	10.8%[10 µM]	x
COc1cccc(CC(=O)N2CCCC(CCC(=O)N3CCN(c4ccccn4)CC3)C2)c1 (stereo not drawn)
 : -2.0%	-7.4%[46 µM]	0.0%[9.22 µM]	2.9%	0.2%	-25.5%[10 µM]	-5.6%
CCNc1nc(NCC)n2c(SCC(=O)O)nnc2n1
 : 4.8%	7.1%	6.4%	-20.5%	-2.1%	-4.0%[10 µM]	6.1%
CCOC(=O)Cc1c(C)nc2c(-c3ccccc3)cnn2c1C
 : -6.8%	x	-6.5%[9.22 µM]	-9.9%	1.1%	5.1%[10 µM]	-4.3%
COC(=O)[C@@]1(Cc2ccc(OC)cc2)[C@H]2c3cc(C(=O)N4CCCC4)n(Cc4ccc(C)c(F)c4F)c3C[C@H]2CN1C(=O)c1ccccc1
 : x	x	x	7.7%	-20.2%	23.4%	x
S=C(NC1CC1)N1CCc2ccccc2C1
 : -5.6%	-12.7%[46 µM]	-11.9%	0.5%	7.3%	0.4%	1.5%
COc1ccc(S(=O)(=O)N2CCCCC2)cc1NC(=O)c1ccc([N+](=O)[O-])o1
 : 7.6%	u	18.1%	6.1%	-17.7%	-7.4%	-8.8%
NC(=O)COC(=O)c1sc2ccccc2c1Cl
 : 8.1%	-3.8%[46 µM]	-2.2%	-4.0%	-12.3%	-5.8%	-0.2%
C/C=C(/C)C(=O)Nc1cccc(C2=NOC3(C2)C[C@@H](C(N)=O)N(C(=O)[C@H]2CCC(=O)N2)C3)c1 (stereo partly drawn)
 : 4.7%	x	17.4%[9.22 µM]	5.1%	7.3%	14.1%[10 µM]	x
CCC(C(=O)NC1CCCC1)N(C(=O)Cn1nnc(-c2ccc(OC)c(OC)c2)n1)C1CCCCC1 (stereo not drawn)
 : -1.4%	-9.0%	12.6%	-9.3%	3.7%	u	-3.7%
COc1ccc(CCNC(=O)c2cc(-c3ccc4c(c3)OCO4)on2)cc1OC
 : -7.4%	3.0%	25.8%	0.9%	1.4%	5.2%	3.9%
CC1CCCCC1NC(=O)c1ccc(CSc2nc3ccncc3[nH]2)cc1 (stereo not drawn)
 : -4.4%	-15.9%	10.2%	-1.0%	-1.7%[2.36 µM]	x	1.5%
CC(=O)/C(=C/N(C)C)Sc1ccc(C)cc1
 : -5.0%	2.9%	3.3%	8.0%	-6.0%	-3.7%	0.7%
CN1CCc2c(cc(O)c(O)c2Cl)C(c2cccc(Cl)c2)C1 (stereo not drawn)
 : x	u	x	0.6%	-6.7%	x	x
O=C(/C=C/c1ccc(Cl)cc1)Nc1ccc(Br)cn1
 : 9.5%	-6.0%[46 µM]	-6.3%	-4.9%	-1.2%	-42.5%[inhibitor]	7.9%
Cc1cc([N+](=O)[O-])c(C(C)(C)C)cc1N
 : 5.7%	-4.1%	-6.6%	-22.7%	3.9%	5.0%	0.8%
Cc1cc(/C=C(\C#N)C(=O)NCc2cccs2)c(C)n1-c1ccccc1F
 : -4.8%	u	18.4%	-8.8%	-4.3%	-50.4%[inhibitor]	-11.0%
COc1ccc(C(CC(=O)O)NC(=O)Nc2ccccc2)cc1OC (stereo not drawn)
 : 1.6%	u	-12.5%	-14.6%	-8.7%	26.4%	-2.5%
Cc1oc(C)c2c(=O)ccc3c(c12)OC(N)=C(C#N)C3c1ccccc1Cl (stereo not drawn)
 : 3.9%	-1.0%	u	-7.8%	-17.8%	-18.2%	-2.9%
Cc1ccccc1Nc1nc(N)nc(CSc2nnc(C)n2C)n1
 : -3.4%	0.1%[46 µM]	10.8%	-3.0%	-5.4%	-10.7%	6.1%
Cc1ccccc1N(C(=O)c1cccs1)c1nc2ccccc2s1
 : -1.0%	-1.5%	-26.2%	-2.0%	12.9%	-7.7%	-3.9%
CC(=O)c1cccc(S(=O)(=O)N(CCCO)Cc2cc3ccc(C)cc3[nH]c2=O)c1
 : 2.1%	-3.9%	19.0%	-5.2%	5.0%	11.0%[10 µM]	-0.6%
COC(=O)CCC(=O)NC(=S)Nc1sc(C)c(C)c1C(N)=O
 : -0.4%	11.3%	3.2%	-1.0%	5.4%	x	-0.6%
COc1ccc(C(=O)NCc2nnc(SCC(=O)N3CCc4ccccc43)n2C2CCCCC2)cc1
 : -3.2%	-2.0%	5.9%	-4.1%	2.2%	-2.3%[10 µM]	5.0%
CC1CCCC(C)N1C(=O)COC(=O)c1ccc[nH]c1=O (stereo not drawn)
 : -1.3%	-13.2%	-11.3%	-4.4%	6.1%	-7.7%[10 µM]	-0.4%
O=C1CSC(c2ccc([N+](=O)[O-])cc2)N1C1CCCCC1 (stereo not drawn)
 : -5.4%	x	12.5%	3.1%	-5.9%	-67.5%[inhibitor]	-19.6%
CCNC(=O)CC1C(=O)N(CC)C(=S)N1NC(=O)c1ccc(Cl)cc1 (stereo not drawn)
 : -20.7%	-1.6%	23.4%	-24.5%	1.9%	-8.2%	5.7%
Cc1ccc(SCCOCCN2CCc3ccccc3C2)cc1
 : -0.9%	u	-9.8%	-1.5%	-2.4%	x	0.6%
COc1ccc(C(=O)/C=C/c2ccc(OC3CSC3)cc2)cc1
 : 2.2%	u	-8.2%	-0.3%	-2.8%	8.9%[10 µM]	-10.4%

Entries of single compounds, looked up by structure.
Profile of COc1ccc(C(=O)NCc2nnc(SCC(=O)N3CCc4ccccc43)n2C2CCCCC2)cc1 = GAA glycogen mod: -3.2%; LMNA splice mod: -2.0%; HttQ103 aggreg: 5.9%; GAA spleen mod: -4.1%; CBFb RUNX1 block: 2.2%; HTT cytoprotect: -2.3%[10 µM]; GAA inh: 5.0%
Profile of Cc1ccc(SCCOCCN2CCc3ccccc3C2)cc1 = GAA glycogen mod: -0.9%; LMNA splice mod: u; HttQ103 aggreg: -9.8%; GAA spleen mod: -1.5%; CBFb RUNX1 block: -2.4%; HTT cytoprotect: x; GAA inh: 0.6%
